PGC1a acetyl inh: inhibitors of PGC1a acetylation signal, primary screen, cell-based, U2OS, AlphaScreen, inhibitor mode; AlphaScreen anti-acetyl-lysine; with virally co-expressed GCN5 acetyltransferase; inhibition, % at 15.6 µM; 350,000 compounds, 0.17% hits; AID 651687, 2012;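 active = every replicate shows inhibition of at least 40%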;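 note: 0% = neutral control wells and 100% = positive control wells; some results beyond the cut were filed as inactive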
ERAP1 HTS inh: human ERAP1 aminopeptidase inhibitors, primary screen, biochemical, single point, plate reader | Endoplasmic reticulum aminopeptidase 1 (Homo sapiens), Q9NZ08 | recombinant ERAP1, Leu-AMC fluorescence, 60 min | inhibition, % at 10.7 µM | 340,000 compounds, 0.15% hits | AID 652197, 2013;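 active = mean replicate inhibition of at least 30%, or all replicates individually reaching that 30% level; inactive = mean below 30% and not every replicate reaching it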;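 note: 0% = neutral control wells and 100% = L-leucinethiol positive control wells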
Target sequence (Q9NZ08 whole entry, looked up): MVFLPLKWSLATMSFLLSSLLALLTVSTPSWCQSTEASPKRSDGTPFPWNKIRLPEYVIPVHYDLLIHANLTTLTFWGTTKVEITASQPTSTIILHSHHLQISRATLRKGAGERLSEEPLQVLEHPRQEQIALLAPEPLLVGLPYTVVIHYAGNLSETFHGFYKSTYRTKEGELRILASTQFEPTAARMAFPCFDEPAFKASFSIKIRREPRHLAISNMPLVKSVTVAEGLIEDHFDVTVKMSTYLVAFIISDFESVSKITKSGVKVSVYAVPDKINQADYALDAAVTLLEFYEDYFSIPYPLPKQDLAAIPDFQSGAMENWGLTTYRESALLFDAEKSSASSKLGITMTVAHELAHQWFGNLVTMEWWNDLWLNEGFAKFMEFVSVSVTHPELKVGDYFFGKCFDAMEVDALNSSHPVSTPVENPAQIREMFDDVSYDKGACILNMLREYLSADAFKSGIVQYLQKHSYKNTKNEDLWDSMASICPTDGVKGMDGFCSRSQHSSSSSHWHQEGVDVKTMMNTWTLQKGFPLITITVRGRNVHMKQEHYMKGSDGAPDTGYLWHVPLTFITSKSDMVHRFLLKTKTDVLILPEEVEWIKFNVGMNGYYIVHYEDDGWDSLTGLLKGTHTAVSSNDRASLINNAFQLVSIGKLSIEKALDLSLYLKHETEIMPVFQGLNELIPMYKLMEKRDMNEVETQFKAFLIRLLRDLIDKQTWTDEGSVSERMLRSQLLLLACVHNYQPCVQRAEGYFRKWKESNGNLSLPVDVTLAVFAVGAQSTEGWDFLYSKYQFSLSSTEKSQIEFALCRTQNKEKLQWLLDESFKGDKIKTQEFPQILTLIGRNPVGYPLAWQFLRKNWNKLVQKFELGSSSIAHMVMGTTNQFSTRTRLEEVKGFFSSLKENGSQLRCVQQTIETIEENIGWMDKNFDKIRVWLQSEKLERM
S100A4 MyoIIA: inhibitors of S100A4-myosin IIA peptide binding, primary screen, biochemical, fluorescence polarization, TAMRA-MyoIIA peptide; inhibition, % at 10.7 µM; Protein S100-A4 (Homo sapiens), P26447; 360,000 compounds, 0.14% hits;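 active = mean inhibition of at least 70% across replicates, with every replicate also reaching that level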
Target sequence (P26447 whole entry, looked up): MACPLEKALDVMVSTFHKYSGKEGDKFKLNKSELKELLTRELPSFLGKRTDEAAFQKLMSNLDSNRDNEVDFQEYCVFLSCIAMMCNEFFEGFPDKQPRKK
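Material: S100A4 monomer protein | Medium: HEPES pH 7.2 with CaCl2, KCl, NaCl, DTT, Triton | Reagent: Labelled myosin peptide probe, 5 nM | Doses: One dose per compound | Times: 5 min incubation before reading | Benchmarks: Neutral control DMSO, positive control TFP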
C2C12 statin: suppressors of statin myotoxicity in C2C12 myotubes, primary screen, cell-based, single point, plate reader | C2C12 myotubes + simvastatin, ATP luminescence, 48 h; scaled: DMSO 0, geranylgeraniol control 100 | rescue of ATP level, % at 7.49 µM | 330,000 compounds, 0.78% hits | AID 602340, 2012;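 active = mean ATP rescue above about 67%, or every replicate alone reaching that limit, limit read from the data, passing the limit was not always enough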;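 note: myotubes were challenged with 10 µM simvastatin during compound exposure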
SIRT5 inh: SIRT5 desuccinylase inhibitors, primary screen, biochemical, fluorescence imaging, single point, set 5 | Purified SirT5, succinyl-peptide AMC, trypsin-coupled fluorescence | inhibition, % at 15 µM | 330,000 compounds, 1.1% hits; in the data active = inhibition above about 15%
Xi reactivation: activators of inactive X chromosome reactivation, primary screen, imaging, XiGFP fibroblasts, GFP high-content imaging, set 2; activation, % at 7.58 µM; AID 743238, 2013; XiGFP mouse fibroblasts, % GFP-positive cells imaging, 3 d; cells co-treated with 5-aza-dC sensitizer; scaled so ellipticine positive control = 100%; 360,000 compounds, 0.055% hits;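 active = mean normalized replicate activation at least 10% and every replicate at or above 10%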;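 note: 0% = median of on-plate neutral control wells and 100% = ellipticine 6 µM median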
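System: SV40-immortalized XiGFP fibroblast cells, line 68-5-11 / Incubation: 3-day compound exposure, then 15 min fixation at room temperature / Compound: single concentration per compound, delivered by pin transfer / Buffer or medium: DMEM plus 5-aza-dC sensitizer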
LGR2 antag: inhibitors of bursicon-induced LGR2 CRE-luciferase signal, primary screen, cell-based, HEK293, CRE-luciferase reporter, bursicon stimulation | Drosophila bursicon receptor LGR2 (rickets) | inhibition, % at 9.99 µM | AID 720647, 2013 | 380,000 compounds, 0.35% hits | bursicon-stimulated, 4 h;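 active = drop in luminescence signal, shown as inhibition above about 50% in the replicate tests, limit read from the data, passing the limit was not always enough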;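 note: agonist challenge used bursicon conditioned medium at about half maximal strength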
Cneo AK release: Cryptococcus neoformans cell lysis inducers, primary screen, AK release luminescence, single concentration | C. neoformans lysis, adenylate kinase release luminescence, 4 h; normalised: neutral wells 0, clomiphene wells 100 | lysis activity, % at 15 µM | 360,000 compounds, 0.2% hits | AID 651654, 2012;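 active = mean lysis activity across replicates of at least 80%, whatever share of replicates individually reach that level; inactive = mean lysis activity below 80%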
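read-out = cell lysis signal | test system = log-phase Cryptococcus neoformans yeast cells | input = cells at 5 × 10^6 per mL | medium = fresh YPD growth medium | signal = luminescent adenylate kinase detection reagent | timing = 4 h at 37 °C static, read 1 h later | dosing = single dose | controls = Clomiphene as positive lysis control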
* = called active by the depositor; . = no result given. Not all compounds are listed (hit frequency here may not be typical).

SMILES	PGC1a acetyl inh	ERAP1 HTS inh	S100A4 MyoIIA	C2C12 statin	SIRT5 inh	Xi reactivation	LGR2 antag	Cneo AK release
CC(=O)c1ccc(OCC(O)CN2CCN(c3ccc(F)cc3)CC2)cc1 (configuration not stated)	.	-0.7	2.1	.	-0.3	0.1	7.8	.
O=c1oc2ccccc2c(NCc2cccc(F)c2)c1[N+](=O)[O-]	8.3	.	.	-46.5	.	.	14.2	4.8
O=C(OCC(=O)N1CCCCC1)c1cc(=O)[nH]c2ccccc12	-7.0	1.8	-3.9	14.1	-4.4	0.1	-9.3	1.0
Cc1onc(-c2ccccc2Cl)c1C(=O)Nc1cccc2cccnc12	1.1	.	.	-4.4	.	.	27.8	-7.0
O=C(NC(=S)Nc1nc2ccc(F)cc2s1)c1ccco1	24.0	-1.3	-0.8	-13.7	6.6	0.0	-17.9	-3.0
CCN(C(=S)Nc1ccc(OC(F)F)cc1)C1CCCCC1	.	-0.6	-3.4	.	-0.9	0.0	-29.1	.
COc1cccc(C2=NOC(C(=O)Nc3cccnc3Cl)C2)c1OC (configuration not stated)	5.2	-1.3	-2.1	-0.6	1.9	-0.1	2.5	.
Nc1nc2ncccc2cc1C(=O)NC1CC1	.	19.0	-4.0	.	-13.1	0.0	-1.8	.
O=C(N[C@@H]1CC[C@H](CCn2cc(C3(O)CCCC3)nn2)O[C@@H]1CO)c1ccccc1F	13.5	1.5	8.5	-5.4	3.4	-0.2	-16.3	0.8
O=c1[nH]c(C2CCCN(S(=O)(=O)c3cccc(Cl)c3)C2)nc2c1nnn2Cc1ccc2c(c1)OCCO2 (configuration not stated)	-12.6	0.4	-1.3	-9.7	0.7	0.0	-3.6	0.3
CCOC(=O)CSc1cc(C)nc(NC(C)=O)n1	-8.5	1.4	12.2	3.4	-1.9	.	-14.8	-0.3
C[C@H]1CN([C@@H](C)CO)C(=O)c2cc(NC(=O)NC3CCCCC3)ccc2O[C@@H]1CN(C)Cc1ccc(C(F)(F)F)cc1	-4.8	-0.9	7.6	11.9	5.0	-0.1	8.4	0.2
CCN(CC(=O)Nc1ccccc1C(F)(F)F)C(=O)Cc1ccccc1	6.3	2.2	-1.8	4.5	-10.1	0.2	-5.2	0.2
COc1cccc(NC(=O)Nc2nnc(Cc3ccccc3)s2)c1	9.1	-2.0	9.6	-1.7	-4.8	0.3	4.9	-1.6
O=C(Nc1nnc(SCC(=O)N2CCCCC2)s1)c1ccc(F)cc1F	.	-2.3	-27.8	30.8	0.1	-0.1	-9.8	-0.7
NC(=O)C1CCN(C(=O)/C=C/c2ccccc2[N+](=O)[O-])CC1	1.0	-2.7	-0.5	.	-1.0	0.0	-6.6	.
CC1CC(=O)Nc2ccccc2N1C(=O)Nc1ccccc1 (configuration not stated)	.	1.8	-3.2	-9.4	-5.7	-0.1	6.1	-1.5
O=C(O)c1ccc(C=C(c2nc3ccccc3s2)c2nc3ccccc3s2)cc1	2.7	8.7	-3.8	.	5.0	0.0	15.5	.
O=C(c1[nH]c(C(F)(F)F)nc1-c1ccccc1)N1CCN(c2cccc(C(F)(F)F)n2)CC1	-7.6	-2.4	-0.6	-42.4	0.5	0.4	-3.6	-0.1
NC(=O)CC(NC(=O)Cc1cccc2ccccc12)c1ccc(NCc2ccc(F)c(F)c2)c([N+](=O)[O-])c1 (configuration not stated)	.	.	-4.9	15.5	.	-0.1	-12.9	5.8
O=C(Nc1ccccc1C(=O)NC(Cc1ccccc1)C(=O)O)c1ccccc1 (configuration not stated)	8.3	-1.1	-2.3	-2.7	.	0.0	-12.8	-0.1
Cc1ccnc(NC(=O)c2cccc(NC(=O)CC3SC(N4CCCCC4)=NC3=O)c2)c1 (configuration not stated)	-17.6	2.9	-17.6	1.4	1.4	0.6	8.4	-3.0
C[C@@H]1CCCCO[C@@H](CN(C)Cc2ccccc2)[C@H](C)CN([C@@H](C)CO)C(=O)c2cc(NC(=O)CCCN(C)C)ccc2O1	2.8	3.8	-7.2	-8.9	-3.0	-0.2	13.1	0.8
C[C@H](CO)N1C[C@H](C)[C@H](CN(C)C)Oc2ccc(NC(=O)c3ccncc3)cc2C1=O	-3.9	-3.7	-7.7	-10.7	0.2	-1.3	1.5	-0.9
CCOC(=O)c1cnc2ccc(OCC)cc2c1NCc1ccccc1	.	0.8	2.1	.	.	0.0	-0.4	10.7
C[C@@H]1CCCCO[C@H](CN(C)S(=O)(=O)c2ccccc2)[C@H](C)CN([C@@H](C)CO)C(=O)c2cc(NC(=O)c3ccccc3)ccc2O1	-16.1	0.9	-21.0	.	0.4	-0.1	13.4	-4.1
CCS(=O)(=O)Nc1ccc2c(c1)C(=O)N(C)C[C@H](OC)[C@@H](C)CN(CC1CCCCC1)[C@H](C)CO2	.	1.6	-4.4	18.2	8.1	-0.3	2.1	-2.9
C[C@H](CO)N1C[C@H](C)[C@H](CN(C)Cc2ccc(F)cc2)Oc2ncc(-c3cc4ccccc4o3)cc2C1=O	0.1	-5.3	1.3	.	9.0	.	.	.
COCCCn1c(=O)c2sccc2n2c(CCCC(=O)NCc3ccccc3OC)nnc12	-7.0	-3.1	-2.1	-7.8	-5.3	0.3	-8.5	0.7
COCc1c(C(=O)N/N=C/c2c[nH]c3ccccc23)nnn1-c1nonc1N	9.7	5.3	6.5	-20.4	2.7	0.3	-3.2	1.4

4 compounds already listed, ordered by the number in S100A4 MyoIIA, largest number first.
canonical_smiles | S100A4 MyoIIA
O=C(Nc1ccccc1C(=O)NC(Cc1ccccc1)C(=O)O)c1ccccc1 (configuration not stated) | -2.3
C[C@@H]1CCCCO[C@@H](CN(C)Cc2ccccc2)[C@H](C)CN([C@@H](C)CO)C(=O)c2cc(NC(=O)CCCN(C)C)ccc2O1 | -7.2
C[C@H](CO)N1C[C@H](C)[C@H](CN(C)C)Oc2ccc(NC(=O)c3ccncc3)cc2C1=O | -7.7
C[C@@H]1CCCCO[C@H](CN(C)S(=O)(=O)c2ccccc2)[C@H](C)CN([C@@H](C)CO)C(=O)c2cc(NC(=O)c3ccccc3)ccc2O1 | -21.0

More structures follow.
SMILES	PGC1a acetyl inh	ERAP1 HTS inh	S100A4 MyoIIA	C2C12 statin	SIRT5 inh	Xi reactivation	LGR2 antag	Cneo AK release
CCN(CC)S(=O)(=O)c1ccc(N2CCCC2)c(NC(=O)c2ccc(N3CCCC3=O)cc2)c1	.	1.2	-2.8	.	-0.5	0.0	-14.1	.
COc1cc(C2CC(c3c(C)cc(C)[nH]c3=O)=NN2c2ccccc2F)cc(OC)c1OC (configuration not stated)	-9.4	-0.4	-12.4	14.7	-7.5	0.0	-8.3	2.7
O=C1Nc2cc(C(=O)NCCCN3CCOCC3)ccc2S/C1=C/c1ccccc1F	.	0.4	-5.6	6.3	-1.8	0.1	5.7	12.0
O=C(Cc1cccc(NC(=O)C2CCN(C(=O)CCc3ccccc3)CC2)c1)Nc1cccc(C(=O)N2CCOCC2)c1	-7.8	.	27.6	-9.8	2.1	0.5	2.8	0.1
COc1cccc(SCC(=O)N2CCN(c3ccccc3)CC2)c1	9.4	-0.7	-5.8	14.3	4.3	-0.1	.	4.1
O=C(C1CC1)N1CC(=O)N2[C@H](CO)[C@H](c3ccc(C#CCc4ccccc4)cc3)[C@H]2C1	-17.0	1.2	33.5	.	4.9	0.1	17.0	.
Cc1ccc(S(=O)(=O)N(C)C[C@H]2Oc3c(NS(=O)(=O)c4c(C)noc4C)cccc3C(=O)N([C@H](C)CO)C[C@H]2C)cc1	-6.0	-0.8	-29.8	-34.8	0.1	-0.1	8.2	-1.3
O=C(Cc1cccc2ccccc12)Nc1c(F)cccc1F	4.9	2.1	-0.3	7.1	-0.6	0.0	-22.3	-4.3
CC(=O)Nc1ccccc1NC(=O)c1ccc(C)cc1C	0.9	-0.8	-1.5	.	-3.1	0.0	7.9	.
COC(=O)CCCC(=O)N1CCCC(C(=O)c2ccc(OC)cc2C)C1 (configuration not stated)	.	0.5	-7.8	.	4.4	0.0	8.2	.
O=C(COC(=O)C12CC3CC(CC(O)(C3)C1)C2)Nc1ccc(Cl)c(S(=O)(=O)N2CCOCC2)c1	-11.1	5.9	-0.3	-13.3	2.9	0.1	-14.9	-2.1
CO[C@H]1CN(C)C(=O)c2cc(NC(=O)C3CC3)ccc2OC[C@@H](C)N(C(=O)C2CCOCC2)C[C@@H]1C	-1.2	-0.7	-0.3	-8.6	-1.6	0.3	2.1	-1.2
Cc1ccc(S(=O)(=O)N2c3ccccc3CC2C)cc1 (configuration not stated)	-33.6	-3.0	1.8	.	-1.8	0.0	38.9	.
O=C(Nc1ccc(C(F)(F)F)cc1)c1ccc2nc[nH]c2c1	2.9	0.7	-3.8	-20.7	-1.7	0.2	-14.4	-0.4
CC1=C(C(=O)N(C)C)CC(CC(=O)NCCCN(C)C)C(=O)N1CCC1=CCCCC1 (configuration not stated)	-10.7	-2.0	23.8	1.1	5.2	-0.2	-9.4	-0.7
COc1cccc(/C=N/n2cnc3c(cnn3-c3ccccc3)c2=O)c1	1.9	-2.5	1.9	.	-1.1	0.0	-3.2	0.5
CC(=O)C1=C(O)C(=O)N(Cc2cccnc2)C1c1ccc(Cl)cc1Cl (configuration not stated)	-7.3	.	.	-2.1	.	.	-2.5	-1.4
COc1ccc(S(=O)(=O)Nc2ccc3c(c2)OCO3)cc1	-2.1	.	.	-3.7	.	.	15.2	-1.2
COc1ccc2c3c(n(C)c2c1)[C@H](CO)NCC31CCN(S(=O)(=O)c2ccccc2)CC1	-13.3	7.6	-0.5	.	.	0.0	6.0	.
Cc1ccccc1-c1cc2nc(Nc3ccc(F)cc3)n(C)c(=O)c2s1	-34.3	-0.2	1.6	-2.1	1.1	0.1	-9.0	-1.2
COc1ccccc1C(=O)NC(=O)CSc1nc(C)cs1	-4.3	-3.5	-1.6	0.0	0.6	-0.1	5.5	-4.3
COc1ccc(CC(=O)N2CCC(n3nccc3NC(=O)C3CCOC3)CC2)cc1 (configuration not stated)	9.3	-3.8	2.7	24.0	-2.6	0.0	-5.7	-3.9
O=C(CC1CC1)N1[C@H](CO)[C@@H]2c3ccccc3N(S(=O)(=O)c3ccccc3)C[C@@H]21	-4.2	-2.7	-2.2	-25.3	2.0	0.1	2.2	-0.3
CCOC(=O)c1c(/N=C/N(C)C)sc(/C=N/Nc2ccccc2)c1-c1ccccc1Cl	5.5	-1.7	4.6	.	-3.0	0.0	-5.8	-0.9
O=C(Cc1noc2ccccc12)NNC(=S)Nc1ccc(Cl)cc1	-2.7	-0.8	4.8	3.7	-3.5	-0.1	-10.0	0.4
CCOc1ccc2oc(C(=O)Nc3cc(C)ccn3)c(C)c2c1	.	2.3	0.8	-59.6	1.8	0.0	2.0	-12.8
COC(=O)C(Cc1ccc(O)cc1)NC(=O)C12CC3CC(CC(C3)C1)C2 (configuration not stated)	.	-0.5	1.1	.	.	0.1	7.6	.
